High-throughput results: PubChem, several laboratories
p47phox inh – p47phox (human) inhibition | P14598 | p47phox/p22phox peptide binding, fluorescence polarization, 2 h | inhibition, % at 24.7 µM | 0.53% of 220,000 active | AID 1274;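 active means inhibition above about 30%, limit read from the data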;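 further: 0% = p47phox with labelled peptide and 100% = labelled peptide alone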
p97 ATPase inh – blocks human p97 ATPase activity | P55072 | recombinant p97 ATPase, Kinase-Glo ATP luminescence, 3 h | inhibition, % at 8 µM | 0.42% of 220,000 active | AID 1481; in the data active means inhibition above about 15%;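 further: 0% = DMSO vehicle and 100% = wells lacking enzyme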
Target sequence (P55072 whole entry, looked up): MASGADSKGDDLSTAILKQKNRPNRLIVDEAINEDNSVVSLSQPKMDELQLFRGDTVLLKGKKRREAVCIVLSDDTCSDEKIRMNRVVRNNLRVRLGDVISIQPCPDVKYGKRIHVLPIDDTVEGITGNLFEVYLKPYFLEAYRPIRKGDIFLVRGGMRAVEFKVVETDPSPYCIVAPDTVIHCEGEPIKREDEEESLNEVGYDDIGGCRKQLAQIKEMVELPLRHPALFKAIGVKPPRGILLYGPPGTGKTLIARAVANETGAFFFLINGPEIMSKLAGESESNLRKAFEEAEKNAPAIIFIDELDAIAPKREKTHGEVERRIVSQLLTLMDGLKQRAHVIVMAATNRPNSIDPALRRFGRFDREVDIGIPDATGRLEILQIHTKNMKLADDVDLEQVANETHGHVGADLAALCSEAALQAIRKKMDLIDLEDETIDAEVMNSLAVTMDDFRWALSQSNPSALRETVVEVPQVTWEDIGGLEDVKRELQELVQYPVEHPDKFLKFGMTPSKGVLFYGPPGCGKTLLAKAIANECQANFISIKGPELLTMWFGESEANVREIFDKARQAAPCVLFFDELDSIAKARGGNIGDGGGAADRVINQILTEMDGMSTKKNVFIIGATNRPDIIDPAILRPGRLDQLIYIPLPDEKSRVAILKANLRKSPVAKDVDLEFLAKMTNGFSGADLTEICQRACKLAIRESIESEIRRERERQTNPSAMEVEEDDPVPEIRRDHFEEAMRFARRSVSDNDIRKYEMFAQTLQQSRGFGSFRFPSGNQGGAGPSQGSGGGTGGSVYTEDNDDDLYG
Runt-SMMHC FRET – blocks binding of human RUNX1 Runt domain to CBFb-SMMHC. inhibition, % at 20 µM. Q01196+Q13951. 0.74% of 220,000 active. Cerulean-Runt/Venus-CBFb-SMMHC FRET ratio 530/480, 1 h;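 active means mean inhibition across duplicate retests at 20 µM reaching about 50%, limit read from the data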;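 further: 0% = DMSO wells and 100% = wells with excess untagged CBFb-SMMHC; inhibitors lower the FRET ratio by blocking Runt binding to CBFb-SMMHC; some results filed as inactive read as strong as hits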
EBV gp42 block – EBV gp42 inhibition; Q1HVG2; Fluorescence polarization binding assay, mP read-out; inhibition, % (tested at 21.74 µM); 0.42% of 220,000 active; AID 1085; in the data active means inhibition above about 50%
RBBP9 inhibitor – inhibitors of human serine hydrolase RBBP9; O75884; recombinant RBBP9, FP-Rh probe fluorescence polarization; inhibition, % at 7.94 µM; 0.2% of 220,000 active;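 active means inhibition above the campaign mean of all tested compounds plus 3 SD, cut at about 14% in these data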;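 further: plate controls were DMSO wells with RBBP9 for no effect and wells lacking RBBP9 protein for full effect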
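Material: RBBP9 protein. Amount: RBBP9 at 2.5 µM in dispensed solution, before mixing. Schedule: 30 min then 45 min, 25 °C. Medium: Tris buffer pH 8.0, NaCl, Pluronic. Measured by: fluorescence polarization. Measure: percent inhibition from mP, scaled between DMSO and no-protein wells. Replication: one well per compound.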
Furin inh – blocks human furin protease activity. P09958. purified furin, fluorogenic substrate cleavage. inhibition, % at 30 µM. 0.061% of 220,000 active; in the data active means inhibition above about 25%; further: inactives centre near -15
m-calpain inh – blocks pig calpain II enzyme activity. purified calpain II, fluorogenic peptide substrate, 30 min. 0.37% of 220,000 active. inhibition, % at 16 µM;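 active means inhibition above about 50%, limit read from the data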
Runt-CBFb FRET – inhibitors of human RUNX1 Runt domain binding to CBFb | Cerulean-Runt/Venus-CBFb FRET ratio 530/480, 1 h | inhibition, % at 20 µM | 0.46% of 220,000 active;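 active means inhibition over about 50% at 20 µM in the single-dose screen, limit read from the data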;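 further: 0% = DMSO wells and 100% = excess unlabeled CBFb competitor control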
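Assay system: Cerulean-tagged RUNX1 Runt domain (FRET donor) fusion protein / Amount: 100 nM each of Venus-CBFb and Cerulean-Runt domain / Medium: Tris buffer pH 7.5 with salts and BSA / Also added: Venus-CBFb 100 nM / Schedule: 1 h complex formation plus 1 h compound treatment, room temperature / Signal: FRET fluorescence / Read-out: loss of energy transfer signal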
Tb hexokinase – blocks Trypanosoma brucei hexokinase 1 activity. recombinant TbHK1, G6PDH-coupled NADH A340. inhibition, % at 10 µM. 0.11% of 220,000 active. AID 1430;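 active means inhibition of 50% or more in the single-dose primary screen; inactive means inhibition below 50%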
* marks the source's active call; other numbers are inactive results; · = no result given; [ ] = dose if it differs, or a comment.

# | canonical_smiles | p47phox inh | p97 ATPase inh | Runt-SMMHC FRET | EBV gp42 block | RBBP9 inhibitor | Furin inh | m-calpain inh | Runt-CBFb FRET | Tb hexokinase
1 | COc1ccc(C(c2nnnn2CC2CCCO2)N2CCN(c3ccccc3)CC2)cc1 (centres undefined) | 1 | 0 | -8 | -15 | -5 | -11 | -11 | -2 | 1
2 | O=C(c1ccccc1F)N1CCN(c2ccccc2)CC1 | -14 | -2 | 1 | -18 | -10 | -21[20 µM] | -5 | 0 | -1
3 | Cc1ccc(NC(=O)C(=O)NCCN2CCN(S(C)(=O)=O)CC2)cc1C | 0 | 2 | -1 | -5 | 2 | -21 | 23 | -1 | -11
4 | Clc1ccc(-c2nnc(-c3ccccc3)nc2N2CCSCC2)cc1 | -15 | 2 | -7 | 2 | 1 | -5[20 µM] | 27 | 1 | -2
5 | Cc1nc(NC(=O)/C=C/c2ccccc2)sc1C(=O)Nc1ccccc1Cl | 1 | 0 | -1 | 12 | 6 | -16[20 µM] | -34 | 0 | -1
6 | CCOC(=O)c1sc(NC(=O)CCN2C(=O)c3cccc([N+](=O)[O-])c3C2=O)c(C(=O)OCC)c1C | 2 | -1 | -3 | -14 | -1 | -21[20 µM] | -133 | -7 | -8
7 | COc1ccc(-c2ccc3nnc(SCC(N)=O)n3n2)cc1 | 6 | 5 | 4 | -4 | 2 | -22 | -472 | -1 | -17
8 | COC(=O)Cn1cc(/C=N/NC(=O)c2ccc(C#N)cc2F)c2ccccc21 | -10 | 0 | -2 | 2 | 0 | 10[20 µM] | 11 | -2 | -38
9 | COC(=O)Cn1c(=O)c2c(nc3n2CC(C)CN3c2ccc(C)c(C)c2)n(C)c1=O (centres undefined) | -1 | · | 0 | -7 | · | -31 | -16 | -2 | -13
10 | Cc1cc(OCc2nc(-c3ccc(NC(=O)c4cccnc4)cc3)no2)ccc1Cl | -45 | 2 | -8 | -1 | -7 | -12[20 µM] | 16 | -1 | -2
11 | S=c1[nH]nc(-c2ccc3ccccc3n2)n1-c1cc(Cl)cc(Cl)c1 | -2 | 1 | 12 | -1 | -6 | -17 | -15 | 9 | -4
12 | O=C(O)c1ccc(Nc2ncnc3c2cnn3Cc2ccccc2)cc1 | 6 | 1 | -7 | -8 | 3 | -21 | 28 | 4 | -4
13 | COc1ccc(/C=C/CN2CCC(CO)(Cc3ccccc3Cl)CC2)cc1 | -1 | -6 | -1 | -4 | -6 | -17 | 20 | 1 | 11
14 | COc1ccc(OCc2nnc(SCC(=O)NCc3ccco3)o2)cc1 | -13 | 3 | 4 | -15 | -5 | -23 | -10 | 0 | -8
15 | COc1ccccc1C(=O)N(CCN(C)C)c1nc2cc(C)cc(C)c2s1 | 0 | -2 | 2 | 6 | -1 | -17 | 14 | -4 | 2
16 | CN(CC(=O)NCCN1CCN(Cc2ccccc2)CC1)S(=O)(=O)c1cccc2nsnc12 | -4 | 0 | 4 | -2 | -3 | -21 | -11 | 2 | -10
17 | CCOc1ccccc1NC(=O)c1ccccc1-c1nc(-c2ccccc2)no1 | -21 | 2 | 1 | -16 | 12 | -11 | -6 | -1 | 0
18 | C=CCN(CC=C)C(=O)COC(=O)c1ccc(Sc2ncn[nH]2)c([N+](=O)[O-])c1 | 6 | 4 | 0 | 13 | -3 | -15 | -5 | -1 | 0
19 | CCO[C@H]1OC(C(=O)O)=C[C@@H](c2ccc3c(c2)OCO3)[C@@H]1CCCO | 3 | 0 | 0 | -8 | 0 | -27 | 4 | 3 | 2
20 | CC1CCN(C(=O)CN2C(=O)c3cccc4cccc(c34)C2=O)CC1 | 7 | -1 | 28 | 16 | -10 | -18 | -9 | 3 | -24

Additional results follow.
Short forms: A = p47phox inh; B = p97 ATPase inh; C = Runt-SMMHC FRET; D = EBV gp42 block; E = RBBP9 inhibitor; F = Furin inh; G = m-calpain inh; H = Runt-CBFb FRET; I = Tb hexokinase
21	COc1ccc(C)cc1NC(=O)C1CCCN1S(=O)(=O)c1ccc2c(c1)CCC(=O)N2 (centres undefined)
  A: 4 | B: -3 | C: -1 | D: -3 | E: -4 | F: -19 | G: 3 | H: 2 | I: -8
22	COCCn1c(=O)c2ccccc2c2ccccc2c1=O
  A: 15 | B: -4 | C: -7 | D: -8 | E: -4 | F: -3 | G: 9 | H: -1 | I: 8
23	Cc1ccc(OCc2nnc(SCC(=O)c3ccccc3)n2-c2ccccc2)cc1
  A: -8 | B: -5 | C: -5 | D: 5 | E: -4 | F: -5[20 µM] | G: 9 | H: -3 | I: 9
24	O=C(Nc1ccc(Cl)cn1)Nc1cccs1
  A: -1 | B: 3 | C: 1 | D: 3 | E: 2 | F: -17 | G: -2 | H: 3 | I: 7

Part of the list above in another layout.
[12] O=C(O)c1ccc(Nc2ncnc3c2cnn3Cc2ccccc2)cc1
[13] COc1ccc(/C=C/CN2CCC(CO)(Cc3ccccc3Cl)CC2)cc1
[14] COc1ccc(OCc2nnc(SCC(=O)NCc3ccco3)o2)cc1
[15] COc1ccccc1C(=O)N(CCN(C)C)c1nc2cc(C)cc(C)c2s1
[16] CN(CC(=O)NCCN1CCN(Cc2ccccc2)CC1)S(=O)(=O)c1cccc2nsnc12
[17] CCOc1ccccc1NC(=O)c1ccccc1-c1nc(-c2ccccc2)no1
[18] C=CCN(CC=C)C(=O)COC(=O)c1ccc(Sc2ncn[nH]2)c([N+](=O)[O-])c1
[19] CCO[C@H]1OC(C(=O)O)=C[C@@H](c2ccc3c(c2)OCO3)[C@@H]1CCCO

assay / compound	12	13	14	15	16	17	18	19
p47phox inh	6	-1	-13	0	-4	-21	6	3
p97 ATPase inh	1	-6	3	-2	0	2	4	0
Runt-SMMHC FRET	-7	-1	4	2	4	1	0	0
EBV gp42 block	-8	-4	-15	6	-2	-16	13	-8
RBBP9 inhibitor	3	-6	-5	-1	-3	12	-3	0
Furin inh	-21	-17	-23	-17	-21	-11	-15	-27
m-calpain inh	28	20	-10	14	-11	-6	-5	4
Runt-CBFb FRET	4	1	0	-4	2	-1	-1	3
Tb hexokinase	-4	11	-8	2	-10	0	0	2

[20] CC1CCN(C(=O)CN2C(=O)c3cccc4cccc(c34)C2=O)CC1
[21] COc1ccc(C)cc1NC(=O)C1CCCN1S(=O)(=O)c1ccc2c(c1)CCC(=O)N2 (centres undefined)
[22] COCCn1c(=O)c2ccccc2c2ccccc2c1=O

assay / compound	20	21	22
p47phox inh	7	4	15
p97 ATPase inh	-1	-3	-4
Runt-SMMHC FRET	28	-1	-7
EBV gp42 block	16	-3	-8
RBBP9 inhibitor	-10	-4	-4
Furin inh	-18	-19	-3
m-calpain inh	-9	3	9
Runt-CBFb FRET	3	2	-1
Tb hexokinase	-24	-8	8
